# SW480 rerep = DNA re-replication induction in SW480 cells; Potency, µM (series often up to 46.1 µM), for the others: top-dose re-replication activation, hits mostly activators; AID 624297; 340,000 tested, 1.8% active; SW480 DNA re-replication, Hoechst DNA content imaging, 48 h; also: potency is read from the fitted curve at half-maximal effect; % of control where 0% means no effect; nearly all actives have a fitted effect of over 55% in size
#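 Per well, 250 cells were exposed to pinned compound for 48 hr. Nuclear DNA was visualised with Hoechst (40 min, 37 C) and total object intensity recorded by fluorescence scanning.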
# HT1080 IDH1KD tx = HT-1080 IDH1 knockdown cell toxicity (counter line) | HT-1080 IDH1 knockdown viability, ATP luminescence, 48 h | Potency, µM (doses to about 46.1 µM), without a hit: top-dose activity, negative = toxicity, hits mostly cytotoxic | 360,000 tested, 2% active | AID 686971;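 also: potency is read from the fitted curve at half-maximal effect; 0% = DMSO wells and -100% = cell-free medium wells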
#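 Luminescent ATP read-out (CellTiter-Glo, 10 min at room temperature) after 48 h compound exposure at 37 °C gave viability of IDH1-knockdown HT-1080 cells. Activity was normalised to DMSO and cell-free wells, then fitted as concentration-response curves.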
# ATXN2 expr inh = reduces ATXN2 reporter expression in HEK-293 cells; HEK-293 ATXN2-luciferase reporter, luminescence, 24 h; Potency, µM (titrated, usually from 57 µM), for inactives: top-dose activity change, negative = inhibition, usual class: inhibitors; 360,000 tested, 0.72% active; also: potency is read from the fitted curve at half-maximal effect; % is scaled to controls: 0 for no effect and ±100 for the full control effect; nearly all actives have a fitted effect of over 55% in size
#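 ATXN2-luciferase reporter cells (luciferase flanked by upstream and downstream ATXN2 gene portions) were treated 24 h at 37 °C with compounds at up to 57 uM. SteadyGlo luminescence gave expression; GF-AFC fluorescence gave viability.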
# HT1080-NT tox = kills 2HG-producing HT-1080-NT fibrosarcoma cells | HT-1080-NT fibrosarcoma viability, CellTiter-Glo ATP luminescence, 48 h | Potency, µM (doses to about 46.1 µM), for inactives: at the top dose activity, negative = less viability, usual class: cytotoxic | 360,000 tested, 1.6% active;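 also: NT is the 2HG producing partner of a matched IDH1 knockdown line; potency is read from the fitted curve at half-maximal effect; 0% = DMSO-treated cells and -100% = media-only wells without cells; nearly all actives have a fitted effect of over 55% in size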
#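 Viability by CellTiter-Glo luminescence after 48 h compound exposure at 37C of HT-1080-NT cells (750/well, RPMI, 5% FBS). % activity scaled between DMSO wells and medium-only wells, then curve-fitted and categorized by curve class.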
# KB-3-1 cytotox = KB-3-1 parental cell cytotoxicity; KB-3-1 viability, CellTiter-Glo ATP luminescence, 72 h; 400,000 tested, 1.4% active; Potency, µM (series often up to 46.1 µM), for the others: top-dose activity change, negative = cytotoxic, usual class: cytotoxic; also: potency is read from the fitted curve at half-maximal effect; % is scaled to controls: 0 for no effect and ±100 for the full control effect; nearly all actives have a fitted effect of over 60% in size
#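 KB-3-1 parental drug-naive adenocarcinoma cells in DMEM/10% FBS, incubated 72 h at 37 C with pin-transferred compounds across a concentration series. Viability by CellTiter-Glo luminescence; concentration-response curves fitted after normalization.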
# KB-V1 cytotox = kills drug-selected multidrug resistant KB-V1 cells; KB-V1 MDR cells viability, CellTiter-Glo, 72 h; Potency, µM (series often up to 46.1 µM), for inactives: at the highest dose activity change, negative = cytotoxicity, usual class: cytotoxic; 400,000 tested, 3.4% active; AID 1347076; also: potency is read from the fitted curve at half-maximal effect; % is scaled to controls: 0 for no effect and ±100 for the full control effect; nearly all actives have a fitted effect of over 60% in size
#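 Following 72 h at 37 degrees C with compound, KB-V1 cell viability was read by CellTiter-Glo luminescence, medium being phenol-red-free DMEM plus 10% FBS; concentration-response parameters came from normalized, curve-fitted qHTS data.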
# MCF10A rereplic = DNA re-replication induction in MCF 10a cells; MCF 10A DNA re-replication, Hoechst nuclear intensity, 48 h; Potency, µM (series often up to 46.1 µM), without a hit: at the highest dose activity, positive = re-replication, most hits filed as activators; 350,000 tested, 2.9% active; AID 624296; also: potency is read from the fitted curve at half-maximal effect; % of control where 0% means no effect; nearly all actives have a fitted effect of over 50% in size
# WRN inhibitor = inhibitors of human WRN helicase. AID 651768. Q14191. Potency, µM (series often up to 114 µM), without a hit: at the top dose activity change, negative = inhibition, most hits filed as inhibitors. 360,000 tested, 0.46% active. WRN helicase unwinding, fluorescent forked duplex, kinetic; also: potency is read from the fitted curve at half-maximal effect; % is scaled to controls: 0 for no effect and ±100 for the full control effect; nearly all actives have a fitted effect of over 55% in size
# Target sequence (Q14191 whole entry, looked up): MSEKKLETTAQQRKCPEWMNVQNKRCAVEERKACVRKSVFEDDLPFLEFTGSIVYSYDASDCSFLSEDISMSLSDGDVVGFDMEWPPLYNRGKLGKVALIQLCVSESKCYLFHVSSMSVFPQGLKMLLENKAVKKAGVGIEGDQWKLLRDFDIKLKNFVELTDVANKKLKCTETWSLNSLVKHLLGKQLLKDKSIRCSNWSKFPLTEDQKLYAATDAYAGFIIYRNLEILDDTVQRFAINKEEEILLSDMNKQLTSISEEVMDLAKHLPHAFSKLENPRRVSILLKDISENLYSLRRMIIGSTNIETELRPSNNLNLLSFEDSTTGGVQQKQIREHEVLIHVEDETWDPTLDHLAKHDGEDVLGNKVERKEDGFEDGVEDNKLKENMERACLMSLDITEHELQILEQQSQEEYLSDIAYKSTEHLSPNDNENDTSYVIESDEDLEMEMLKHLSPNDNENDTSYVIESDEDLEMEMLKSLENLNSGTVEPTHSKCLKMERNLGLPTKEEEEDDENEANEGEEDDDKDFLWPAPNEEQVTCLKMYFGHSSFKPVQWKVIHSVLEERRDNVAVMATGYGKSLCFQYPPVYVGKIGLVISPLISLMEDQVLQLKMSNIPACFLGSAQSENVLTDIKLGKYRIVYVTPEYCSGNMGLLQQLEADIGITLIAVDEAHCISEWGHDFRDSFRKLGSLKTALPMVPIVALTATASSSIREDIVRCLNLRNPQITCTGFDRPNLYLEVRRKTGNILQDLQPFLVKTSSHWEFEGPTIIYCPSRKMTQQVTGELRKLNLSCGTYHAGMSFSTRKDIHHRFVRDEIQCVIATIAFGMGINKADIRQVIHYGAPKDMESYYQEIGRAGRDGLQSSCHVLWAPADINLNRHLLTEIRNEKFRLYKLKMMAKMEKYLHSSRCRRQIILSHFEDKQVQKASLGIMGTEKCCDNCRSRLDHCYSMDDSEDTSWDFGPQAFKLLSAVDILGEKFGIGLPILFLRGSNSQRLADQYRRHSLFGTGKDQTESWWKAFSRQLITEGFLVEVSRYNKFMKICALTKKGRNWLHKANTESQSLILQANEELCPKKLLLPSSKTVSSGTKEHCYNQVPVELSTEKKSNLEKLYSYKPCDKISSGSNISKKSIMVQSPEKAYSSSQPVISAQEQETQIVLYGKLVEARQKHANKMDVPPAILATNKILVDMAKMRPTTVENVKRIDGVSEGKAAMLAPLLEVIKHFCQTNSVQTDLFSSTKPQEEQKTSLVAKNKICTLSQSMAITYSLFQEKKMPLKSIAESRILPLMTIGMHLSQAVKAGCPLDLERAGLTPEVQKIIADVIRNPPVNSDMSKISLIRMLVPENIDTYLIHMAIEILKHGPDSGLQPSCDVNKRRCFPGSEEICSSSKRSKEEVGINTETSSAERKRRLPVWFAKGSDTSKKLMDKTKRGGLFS
#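 Enzyme (20 nM final) and test compound sit together 15 min at room temperature before substrate addition. Substrate is a single-forked duplex oligonucleotide (100 nM) labelled with fluorophore and quencher, with 2 mM ATP; helicase unwinding raises red fluorescence, read kinetically.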
# IL1B secr inh = inhibitors of inflammasome signaling (IL-1 beta secretion); THP-1 LPS/ATP IL-1B secretion, AlphaLISA, 16 h; active compounds read low; activity change, % at 57.5 µM; 360,000 tested, 4.7% active; AID 743279; in the data active = activity change below about -50%; inconclusive = mostly about -30% to -49%; also: % is scaled to controls: 0 for no effect and ±100 for the full control effect
#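 Secreted IL-1B measured by AlphaLISA bead assay after 16 h compound exposure of THP-1 cells; compounds (final up to 57.5 uM) added 1 h before LPS (250 ng/mL) and ATP (1.25 mM) stimulation; lower signal means less secretion.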
# * = called active by the depositor; i = inactive; ? = inconclusive; / = no result given; & = joins results of further samples; [ ] = another dose, or the depositor's remark. Unless noted, calls follow the shape of the dose curve; as a rule, active = well fitted curve in the direction sought with a large enough effect; inconclusive = small, poorly fitted or top-dose-only effect, or another doubt; inactive = no such curve, though single readings can be large; an effect the other way counts as inactive or inconclusive.
# Every second line gives: SW480 rerep, HT1080 IDH1KD tx, ATXN2 expr inh, HT1080-NT tox, KB-3-1 cytotox, KB-V1 cytotox, MCF10A rereplic, WRN inhibitor, IL1B secr inh
CN(C(=O)COC(=O)c1ccc(=O)n(Cc2ccccc2)n1)C1CCS(=O)(=O)C1 (stereo unspecified)
 : -4.8%, 1.9%, 6.8%, 1.4%, -4.3%, 14.6%, -3.8%, -8.8%, 5.9
O=C(Nc1nnc(CCN2CCCCC2)s1)c1ccccc1
 : -2.1%, 6.6%, 20.4%, 14.9%, 18.5%, -23.7%, 7.6%, -4.6%, -1.8
O=C(NCCN1CCCCC1)c1ccc(=O)oc1
 : 0.9%, 3.5%, -1.6%, 3.4%, 5.7%, 1.3%, 2.7%, 0.9%, -0.5
Cc1nc2ccccc2c(C(=O)O)c1-c1ccccn1
 : -10.2%, 9.3%, -6.1%, 17.7%, 13.9%, 7.1%, 0.4%, 0.5%, 12.8
Cc1ccc(NC(=S)NCC(O)c2ccccc2)c(C)c1 (stereo unspecified)
 : -0.6%, 1.0%, 12.5%, -3.1%, -3.8%, -27.8%, 2.1%, -3.9%, 3.8
CCCCn1nc2cc(C(=O)NC3CCCc4ccccc43)ccc2c1OCC (stereo unspecified)
 : 4.1%[9.22 µM], 15.7%, -11.5%, 14.1%, -1.1%, 17.9%, -47.3%[inhibitor], -5.4%, -8.3
O=C1NN(c2ccccc2)C(=O)/C1=C\c1cccc(OC(=O)c2cccs2)c1
 : -0.2%, -4.3%, ?, -5.7%, -9.2%, 6.8%, ?, ?, -14.7
CCN(CC)S(=O)(=O)c1ccc(C)c(NC(=O)Cn2cnc3cc([N+](=O)[O-])ccc3c2=O)c1
 : -11.0%, -9.8%, 3.5%, -6.9%, -1.4%, -30.0%, -0.9%, -17.0%, -3.4
O=C(/C=C/c1ccc([N+](=O)[O-])cc1)NCc1cccs1
 : 11.3%, -1.0%, 22.5%, -2.9%, -15.4%, -5.1%, 1.3%, -4.6%, 6.9
CCN(CC)S(=O)(=O)c1ccc(N2CCOCC2)c(NC(=O)COc2ccc(C#N)cc2)c1
 : 3.7%, 0.0%, -3.6%, -6.4%, -2.4%, -30.2%, -1.0%, 5.1%, 22.7
Cc1ccc(O)c(-n2nc3ccccc3n2)c1
 : 3.6%&-0.9%, -1.0%, 55.8%&64.9%[activator], 3.0%, 2.8%, 5.5%, 4.6%&0.2%, -7.3%, 0.0
O=C(Nc1c(-c2ccccc2)nc2ccccn12)c1ccccc1
 : -0.7%, 0.3%, 2.5%, 3.8%, 15.9%, 5.4%, 8.3%, 3.8%, -3.8
O=C(Nc1nnc(S(=O)(=O)Cc2ccc(F)cc2)s1)c1ccccc1F
 : 2.5%, -1.4%, 8.6%, -15.2%, -12.3%, -0.5%, 5.3%, -11.9%, -21.9
O=C(Cc1ccc(Br)cc1)N1CCN(C(=O)c2ccco2)CC1
 : -1.4%, 7.4%, 8.8%, 23.1%, -6.1%, -7.1%, 0.6%, 4.9%, -0.5
COc1ccc(OC)c(CN(CCN2CCOCC2)C(=O)Nc2cccc(Cl)c2)c1
 : 13.1%, -4.5%, -7.4%, -2.0%, 0.6%, 3.66µM*, 22.0%, 0.6%, -9.8
O=C(OCC(=O)N(C1CCCCC1)C1CCCCC1)c1ccncc1
 : -1.6%, -1.2%, -2.8%, 1.2%, -2.1%, 3.3%, 3.8%, 1.2%, -5.7
Cc1ccc(S(=O)(=O)N2[C@@H](Cc3ccccc3)CO[C@H]2CC(=O)c2ccc(F)cc2)cc1
 : /, -16.3%, /, -5.5%, -7.9%, ?, /, 3.5%, -13.9
COC(=O)c1ccc(Cn2nnc3c(=O)[nH]c(C4CCCN(S(=O)(=O)c5cccc(Cl)c5)C4)nc32)cc1 (stereo unspecified)
 : -22.8%, 9.8%, -31.2%&-0.6%, 3.0%, 20.0%&4.2%, 33.6%&-9.1%, -0.5%, 2.5%[57.1 µM], 7.8
COc1ccc(NC(=S)Nn2cnnc2)cc1OC
 : 3.5%, 18.9%, 7.1%, 5.1%, 7.1%, 2.7%, -0.9%, -14.0%, -12.7
CCOC(=O)C1CCCN(C(=O)Cn2cccc2C(=O)c2ccccc2)C1 (stereo unspecified)
 : -3.8%, 1.5%, -1.4%, 3.2%, 1.6%, -12.1%, 1.9%, 8.7%, -0.6
CCN(CC)C(=O)c1ccc(-c2nnc(OC)c3ccccc23)cc1
 : ?, 2.3%, -10.0%, 16.1%, 0.1%, -21.3%, -6.8%, -19.7%, -10.8
C[C@H]1CNC(=O)C(=O)N1C[C@H](Cc1ccc(O)cc1)NC(=O)CC12CC3CC(CC(C3)C1)C2
 : -2.2%, 5.9%, -1.2%, 1.7%, 5.0%, -13.2%, 1.2%, -1.8%, 28.1
Cc1[nH]c2ccccc2c1/C=N/NC(=O)c1cc(-c2ccccc2)n[nH]1
 : -19.3%, 14.6µM*, -17.4%, 14.6µM*, 15.0%, -0.8%, 0.0%, -27.9%, ?
COc1ccc2c(c1)C(=O)C(=O)N2CCS(=O)(=O)c1ccccc1
 : ?, 6.7%, 0.0%, -6.9%, ?, -6.0%, ?, 6.4%, -8.6
Cc1ccc(CN2CCN(Cc3cnc(N4CCOCC4)s3)CC2CCO)cc1 (stereo unspecified)
 : 0.6%, -9.6%, /, 1.9%, -10.2%, -4.1%, 1.9%, -13.6%, 1.6
Cc1ccccc1OCc1nnc(SCc2cc(=O)[nH]c3ccccc23)n1-c1ccccc1
 : ?, -19.4%, -6.5%, -19.7%, ?, 16.4µM*, ?, -14.7%, ?
COc1ccc2c(-c3ccc(SC)cc3)c(-c3ccc(S(C)(=O)=O)cc3)sc2c1
 : ?, 5.5%, -6.0%, 3.4%, -2.6%, 3.1%, ?, -5.2%, -0.5
FC(F)Sc1ccc(-n2cc(-c3ccccc3)[n+]3c2CCC3)cc1
 : 5.9%, -24.9%, -7.1%, -2.2%, 14.6µM*, 0.4%, 25.5%, 0.3%, 0.0
COc1ccc(CN(C2CCCCC2C)S(=O)(=O)c2ccc(S(=O)(=O)N(C)C)cc2)cc1OC (stereo unspecified)
 : 28.7%, -12.3%, -13.0%, -3.7%, -14.0%, 6.51µM*, ?, -2.8%, 48.9
Cc1ccc(S(=O)(=O)N2CCC(=O)N(CCOCc3ccc(Cl)cc3)CC2)cc1
 : -4.3%, -2.1%, -21.6%, -19.5%, 3.5%, -25.1%, 17.1%, -1.9%, -15.7
CCOc1ccccc1NC(=O)CSc1nnc(CNC(=O)c2cc(OC)c(OC)c(OC)c2)o1
 : -2.1%, 12.8%, 2.0%, 13.0%, -16.5%, 0.0%, -1.2%, 3.0%, 26.0
Cc1cc([N+](=O)[O-])ccc1NC(=O)c1cccc(NC(=O)C(C)C)c1
 : -2.8%, -1.7%, /, -3.8%, -0.1%, -22.3%, -0.3%, 3.8%, -25.2
COc1ccc(C(=O)COC(=O)CN2C(=O)c3ccccc3C2=O)c(OC)c1
 : -1.8%, 12.3%, 2.0%, 5.8%, -9.3%, -0.6%, 7.6%, -13.0%, i
Cn1c(SCc2ccccc2)nc2c1c(=O)[nH]c(=O)n2C
 : ?, -1.1%, 0.3%, 0.0%, -2.4%, -23.3%, 8.7%, -9.8%[57.1 µM], 25.7
O=C(COC(=O)Cc1n[nH]c(=O)c2ccccc12)Nc1c(Br)cc([N+](=O)[O-])cc1Br
 : -24.7%, -1.5%, -2.6%, -0.7%[9.24 µM], -0.6%, ?, 10.5%, -11.4%, 57.7
CC(=O)C[C@@H](O)CC(=O)[C@H]1OC(=O)[C@H](C)C/C=C\Cc2ccccc21
 : 8.6%, 0.1%, -4.9%, -0.7%, 0.0%, 4.0%, ?, -10.2%, -0.2
S=c1[nH]nc(-c2ccco2)n1-c1cccc2ccccc12
 : -0.3%, 0.1%, 5.5%, 8.6%, -4.4%, 4.5%, 3.0%, -2.2%, 51.5
CCS(=O)(=O)c1cc([N+](=O)[O-])c(Sc2ccccc2N)s1
 : -14.3%, 5.1%, 7.8%, -11.8%, -11.1%, 12.6%, -2.1%, ?, -8.5
Cc1cc(NC(=O)CCCN2C(=O)c3cccnc3C2=O)ccc1Br
 : -7.4%, 1.8%, -1.0%, -2.8%, 4.2%, 2.5%, -1.2%, -11.4%, 13.4
Cc1cccc(OCCC(=O)NCC(c2ccccc2)N(C)C)c1 (stereo unspecified)
 : -6.1%, 2.2%, 2.2%, 3.2%, 0.0%, ?, 7.0%, 9.7%, -0.3
COc1ccc(-c2csc(NC(=O)C3CSC4(C)CCC(=O)N34)n2)c(OC)c1 (stereo unspecified)
 : 13.3%, -17.7%, -3.0%, -6.5%, -23.9%, -7.5%, 14.6%, -3.2%, -70.9*
COc1ccc(CNC(=O)c2cnccn2)cc1
 : -2.8%, 5.1%, 20.4%, 9.0%, -13.4%, -2.7%, -4.5%, -11.2%, 0.0
CCCCN(C(=O)c1ccco1)c1nnc(-c2cc(OC)c(OC)c(OC)c2)s1
 : -8.2%, 13.6%, -17.2%, 18.6%, 0.2%, -2.4%, 9.7%, -3.8%, -3.5
CCc1ccc(C(=O)COC(=O)CNC(=O)c2ccc(N3C(=O)c4ccccc4C3=O)cc2)cc1
 : -0.2%, ?, 0.1%, 3.1%, -0.1%, -0.2%, ?, -5.3%, 11.1
Cc1ccc(C)c(NCC(=O)c2ccc(Cl)cc2)c1
 : ?, 0.1%, 0.9%, -5.0%, -28.3%, -16.9%, 23.1µM*, -15.8%, -24.2
